TDP1 cell noCPT – qHTS for Inhibitors of human tyrosyl-DNA phosphodiesterase 1 (TDP1): qHTS in cells in absence of CPT. 15% of 420,000 active. AID 686978, 2013. Potency, µM (top dose mostly 46.2 µM), inactives show at the highest dose activity change, negative = growth inhibition, actives largely listed as inhibitors. DT40 Tdp1-/- hTDP1 cells, no CPT, ATP luminescence, 48 h; note: nearly all actives have a fitted effect of over 55% in size
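A cellular qHTS used chicken DT40 cells lacking endogenous Tdp1 but carrying stably transfected human TDP1. Compounds were applied without camptothecin, and cell growth kinetics were judged by ATP-dependent luminescence after ≥48 hr.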
TDP1 block – blocks human tyrosyl-DNA phosphodiesterase 1; Q9NUW8; recombinant TDP1, AlphaScreen DNA substrate cleavage; Potency, µM (highest dose often 130 µM), inactives show top-dose activity change, negative = inhibition, actives largely listed as inhibitors; 0.28% of 350,000 active; AID 485290; note: nearly all actives have a fitted effect of over 40% in size
Target sequence (Q9NUW8 whole entry, looked up): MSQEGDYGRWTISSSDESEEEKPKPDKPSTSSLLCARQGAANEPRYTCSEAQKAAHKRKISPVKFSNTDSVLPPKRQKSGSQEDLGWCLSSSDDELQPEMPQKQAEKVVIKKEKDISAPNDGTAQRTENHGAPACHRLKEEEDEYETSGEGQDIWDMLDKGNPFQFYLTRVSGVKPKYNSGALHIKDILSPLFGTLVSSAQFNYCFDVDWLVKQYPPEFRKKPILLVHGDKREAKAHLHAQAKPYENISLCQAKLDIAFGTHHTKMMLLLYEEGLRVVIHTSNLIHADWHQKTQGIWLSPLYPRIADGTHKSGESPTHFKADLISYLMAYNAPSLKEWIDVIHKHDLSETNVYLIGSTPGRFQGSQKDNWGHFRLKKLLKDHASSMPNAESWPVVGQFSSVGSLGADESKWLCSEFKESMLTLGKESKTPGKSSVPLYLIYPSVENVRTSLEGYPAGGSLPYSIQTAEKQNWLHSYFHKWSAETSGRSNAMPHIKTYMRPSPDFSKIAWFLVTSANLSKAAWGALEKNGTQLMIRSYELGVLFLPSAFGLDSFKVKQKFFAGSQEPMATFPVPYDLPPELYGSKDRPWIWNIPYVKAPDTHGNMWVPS
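Signal: AlphaScreen proximity between streptavidin donor and anti-FITC acceptor beads on intact substrate. Reaction: Tdp1 1 nM, substrate 15 nM final, 5 min RT after 15 min compound preincubation.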
TDP1 cell CPT – growth inhibition of DT40 Tdp1-/-;hTDP1 cells with camptothecin (screen for TDP1 inhibitors). Potency, µM (doses to about 46.2 µM), for the others: at the highest dose activity change, negative = growth inhibition, hits mostly inhibitors. 12% of 420,000 active. chicken DT40 Tdp1-/-;hTDP1 cells + 20 nM CPT, ATP luminescence, 48 h; note: nearly all actives have a fitted effect of over 55% in size
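Chicken DT40 Tdp1-/- cells complemented with human TDP1, 400 cells/well, exposed to compounds plus 20 nM camptothecin for at least 48 h at 37 C; viability read as ATP content by CellTiter-Glo luminescence.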
Starred values were filed as active, the others as inactive; u = inconclusive; x = not tested or not shown; & = joins results of further samples; [ ] = another dose, or the depositor's remark. Calls come from the whole dose curve; as a rule, active = well fitted curve in the direction sought with a large enough effect; inconclusive = small, poorly fitted or top-dose-only effect, or another doubt; inactive = no such curve, though single readings can be large; an effect the other way counts as inactive or inconclusive. % is set by controls: 0 for no effect and ±100 for the full control effect; potency is the fitted concentration of half-maximal effect.

| smiles | TDP1 cell noCPT | TDP1 block | TDP1 cell CPT |
| --- | --- | --- | --- |
| O=C(NC1CCCCC1)C1CCCN(c2nnnn2-c2ccccc2)C1 (configuration not stated) | -12% | 6% | -13% |
| CCn1c(COc2ccc(Cl)c(C)c2)nnc1SCC(=O)N1CCCC1 | u | 3% | u |
| S=C1NCCOCCOCCOCCNC(=S)N2CCOCCOCCN1CCOCCOCC2 | -15% | 0% | -8% |
| Cc1cc(C(=O)c2ccc(C(C)(C)C)cc2)c(NC(=O)CCl)s1 | 4.6µM* | 5% | 5.8µM* |
| CCCN1CCC(NC(=O)Cc2cccc(C)c2)CC1 | -1% | x | 26% |
| Cc1cc(NC(=O)CSc2nnnn2-c2ccccc2)no1 | 2% | 0% | 24% |
| Clc1ccc(CNc2ncnc3onc(-c4ccc(Cl)cc4)c23)cc1 | 18µM* | 1% | u |
| COc1ccc(NC(=O)c2ccc3ccccc3c2)cc1 | 4% | x | 6% |
| O=C(CSCc1ccc(F)cc1)NCc1cccs1 | -15% | 2% | 6% |
| CCOC(=O)c1sc(Nc2nc3c(OC)cccc3s2)cc1C | 16µM* | -2% | u |
| COc1cc(CN(C(=O)c2ccco2)C2CCS(=O)(=O)C2)cc(OC)c1OC (configuration not stated) | 25% | 2% | -2% |
| COc1ccc(C(=O)/C=C2/c3ccccc3CC(C)(C)N2C)cc1OC | 16µM* | 5% | u |
| Cc1cc(C)nc(NC(=O)NS(=O)(=O)Nc2ccc(Br)cn2)n1 | -16% | 3% | -1% |
| CCc1nc2ccc(C(=O)Nc3ccc(OC)c(OC)c3)cn2c1N(CC)CCOC | u | x | u |
| CNc1nnc(-c2ccco2)s1 | 0% | 6% | -2% |
| Cc1ccc(NS(=O)(=O)c2ccc(-n3cccn3)cc2)c(Cl)c1 | u | x | u |
| Cc1ccc(C2=NC(C)(C)NC2=O)cc1 | -15% | 4% | -3% |
| COc1ccc(-c2nc3c(C(=O)NCCN(C)C)cccc3c3ccccc23)cc1 | 4.1µM* | x | 1.3µM* |
| COc1ccccc1N1CCN(S(=O)(=O)CCNC(=O)COc2ccc(C(C)C)cc2)CC1 | 16µM* | 9% | u |
| CC(C)(C)c1ccc(C2NC(=O)c3n[nH]c(-c4cccs4)c32)cc1 (configuration not stated) | u | 0% | u |
| COc1ccc(S(=O)(=O)N2CCN(Cc3cccc(OC)c3OC)CC2)cc1 | -22% | x | -16% |
| O=C(CCS(=O)(=O)c1cc(Br)cc2c1N(C(=O)C1CC1)CC2)N1CCN(c2cccc(C(F)(F)F)c2)CC1 | 18µM* | 2% | 16µM* |
| Cc1cc2ncn(C3CC(=O)N(C)C3=O)c2cc1C (configuration not stated) | -3% | 8% | -13% |
| CC1(C)CC(=O)c2cnc(NCC3CCCO3)nc2C1 (configuration not stated) | -3% | 3% | -20% |
| Cc1c(C(=O)Nc2ccc(C(C)C)cc2)sc2nc[nH]c(=O)c12 | 18µM* | 8% | 21µM* |
| O=C(COC(=O)c1ccc(NS(=O)(=O)c2cccs2)cc1O)NCc1ccccc1 | 3.3µM* | 5% | 4.6µM* |
| N#C/C(=C/c1ccncc1)c1nc2ccccc2s1 | -21% | 3% | -4% |
| COc1ccc(S(=O)(=O)N(Cc2ccc(OC)c(OC)c2)Cc2ccco2)cc1 | 18µM* | 4% | 23µM* |
| COc1ccc(Cl)cc1NS(=O)(=O)c1cc(Cl)ccc1OC | -11% | 0% | -14% |
| CC1CCC/C(=N\NC(=O)COc2ccc(Cl)cc2Cl)C1 (configuration not stated) | 0% | 2% | -4% |

Seven of these compounds in another layout.
Order of values: TDP1 cell noCPT	TDP1 block	TDP1 cell CPT
CCOC(=O)c1sc(Nc2nc3c(OC)cccc3s2)cc1C
  16µM*	-2%	u
COc1cc(CN(C(=O)c2ccco2)C2CCS(=O)(=O)C2)cc(OC)c1OC (configuration not stated)
  25%	2%	-2%
COc1ccc(C(=O)/C=C2/c3ccccc3CC(C)(C)N2C)cc1OC
  16µM*	5%	u
Cc1cc(C)nc(NC(=O)NS(=O)(=O)Nc2ccc(Br)cn2)n1
  -16%	3%	-1%
CCc1nc2ccc(C(=O)Nc3ccc(OC)c(OC)c3)cn2c1N(CC)CCOC
  u	x	u
CNc1nnc(-c2ccco2)s1
  0%	6%	-2%
Cc1ccc(NS(=O)(=O)c2ccc(-n3cccn3)cc2)c(Cl)c1
  u	x	u

Additional compounds.
| smiles | TDP1 cell noCPT | TDP1 block | TDP1 cell CPT |
| --- | --- | --- | --- |
| O=c1[nH]c2ccc(S(=O)(=O)Nc3ccccc3O)cc2[nH]1 | 2% | x | u |
| Cc1ccc2oc(-c3ccc(C)c(NC(=O)c4ccc(N5CCC(C)CC5)c([N+](=O)[O-])c4)c3)nc2c1 | 0% | -3% | -4% |
| Cc1c2n(c3ccccc13)CC/C2=N\O | -9% | -13% | 1% |
| CCS(=O)(=O)c1ccc(O)c(Nc2cc(C)nc(SC)n2)c1 | u | 2% | u |
| Cc1c(C(=O)NNC(=O)c2csc(N3CCOCC3)n2)cccc1[N+](=O)[O-] | 15% | 2% | 0% |
| CN(C)c1ccc(C(=O)/C=C/c2cccnc2)cc1 | u | x | u |
| O=C(CC(=O)c1ccccc1)CC(O)(C=Cc1ccccc1)c1ccccc1 (configuration not stated) | 16µM* | x | 21µM* |
| Oc1c(Br)cc(Br)cc1/C=N/N1CCN(Cc2ccccc2)CC1 | u | 5% | u |
| Cc1nnc(SCC(=O)Nc2c(Cl)cccc2Cl)[nH]c1=O | -1% | 3% | 2% |
| Cc1cccc2c(=O)oc(-c3ccccc3Cl)nc12 | 6% | x | 36%[activator] |
| O=C1CC2(CCCC2)C(=O)N1c1ccc(S(=O)(=O)NCC2CC2)cc1Cl | -29% | 4% | -3% |
| Cn1cc(S(=O)(=O)N2CCCC2)cc1C(=O)Nc1ccc(C(F)(F)F)cc1 | u | x | 29µM* |
| Cc1ccc(C(=O)Oc2ccccc2N2C(=O)C3CCC(C)CC3C2=O)cc1 (configuration not stated) | 0% | 2% | 5% |
| CCC(C)OC1OC(CO)C(O)C(O)C1NC(C)=O (configuration not stated) | -27% | -2% | -12% |
| Cc1ccc(C)c(N(CC(N)=O)S(C)(=O)=O)c1 | u | 4% | u |
| CCOC(=O)NC(NC(=S)Nc1ccc(OCC)cc1)C(Cl)(Cl)Cl (configuration not stated) | 4% | 0% | -3% |
| O=C([C@H]1O[C@@H](n2ccc(=O)[nH]c2=O)[C@H](O)[C@@H]1O)N1CCSC1 | 18% | x | 16% |
| c1ccc(-c2noc(C34CC5CC(CC(C5)C3)C4)n2)nc1 | -29% | 6% | -9% |
| Cc1cccc(C)c1NC(=O)CNC(=O)CNC(=O)c1ccc2c(c1)OCO2 | 5% | x | -8% |
| Cn1ncc2c(N3CCN(c4ccc(F)cc4)CC3)ncnc21 | 18µM* | 10% | u |
| Cc1cc(N/N=C/c2cccc([N+](=O)[O-])c2)nc(-n2nc(C)cc2C)n1 | 3.7µM* | 3% | 4.1µM* |
| Cc1c(OCC(=O)NCc2ccccn2)ccc2c(-c3ccccc3)cc(=O)oc12 | u | x | -4% |
| Cc1cccc(C(C)C)c1NC(=O)Cc1ccc(S(=O)(=O)N2CCOCC2)s1 | -14% | x | -19% |
| COc1ccc(S(=O)(=O)N(C)C)cc1NC(=O)COC(=O)c1nc2nccc(C)n2n1 | -17% | 1% | 2% |
| COc1ccc(CC(=O)N2CCN(C(=O)Cc3ccc(OC)c(OC)c3)CC2)cc1OC | -13% | x | 1% |
| CC1(C)Cc2cccc(OCC(=O)NCCOc3ccccc3)c2O1 | u | 3% | u |
| COc1ccc(-c2csc(C(O)c3ccccc3)n2)cc1 (configuration not stated) | u | x | u |
| O=C(Cn1nc(C(F)F)cc1C(F)F)NNC(=S)Nc1ccc(F)cc1 | -3% | 5% | 0% |
| O=C(Nc1nccs1)C1CC(=O)N(CCc2ccccc2)C1 (configuration not stated) | -2% | -4% | 0% |
| CN(C)CCNC(C(=O)Nc1cccc(S(=O)(=O)N2CCOCC2)c1)c1ccccc1 (configuration not stated) | 0% | 2% | -9% |
| CCOC(=O)c1c(S(=O)(=O)N2CCCC(C(=O)Nc3ccc(C)cn3)C2)c(C)n(C)c1C (configuration not stated) | u | 6%&-3% | u |
| COc1cc(C(=O)NCc2cccc(Cl)c2)ccc1OCC(=O)N1CCOCC1 | 3% | 3%[0.505 µM] | 1% |
| Cc1ccc(NS(=O)(=O)c2ccc3c(c2)CC(=O)N3)c(C)c1 | -21% | x | -8% |
| CCN(CC)CCNC(=O)Cn1nc(Cc2ccncc2)c2ccccc2c1=O | 7% | x | -10% |
| Cc1cc(Nc2cccc(Br)c2)c2ccccc2n1 | 10µM* | x | 5.8µM* |
| CCN(C(=O)CCc1nc(-c2ccc(C)cc2)no1)c1cccc(Cl)c1 | u | -9%[12.3 µM] | 21µM* |
| Cc1cc(C)nc(N2CCN(S(=O)(=O)c3ccc(F)cc3)CC2)n1 | u | x | u |
| COc1ccc(-c2csc(C(O)c3ccccc3)n2)cn1 (configuration not stated) | u | x | -24% |
| COc1cc(/C=C/C(=O)N(C)CC(=O)Nc2ccccc2SC)cc(OC)c1OC | u | 1% | u |
| O=C(OCC(=O)c1ccc[nH]1)c1ccc(Br)cc1 | 7% | 0% | -3% |
| CCOC(=O)C1CCCN(C(=O)Cn2ncc3c4ccccc4n(C)c3c2=O)C1 (configuration not stated) | u | -3% | -2% |
| CCOC(=O)c1c(S(=O)(=O)Nc2ccc(F)cc2Cl)c(C)n(C)c1C | -13% | 8% | u |
| O=C(c1cccc(F)c1)N1CCCC(C(=O)N2CCCCCC2)C1 (configuration not stated) | -4% | x | 0% |
| COc1ccc([C@@H]2[C@@H]3C(=O)N(C(C)(C)C)C(=O)[C@@H]3[C@]3(Cc4ccc(Cl)cc4)C(=O)N(c4cccc(F)c4)C(=O)N23)cc1 | u | -2% | u |
| O=C(NCc1ccccc1Cl)c1ccc(CS(=O)Cc2ccc(Cl)cc2)o1 (configuration not stated) | 4% | 2% | -2% |
| CCN1CCN(c2ncc(C(=O)Nc3ccccc3C(=O)OC)c3ccccc23)CC1 | 16µM* | 4% | 23µM* |
| CCN1CCN(C(=O)Cn2nc(C)c3sc4ccccc4c3c2=O)CC1 | 12% | 1% | 0% |
| CC1CCCC(C)N1C(=O)Cn1nnc(-c2ccccc2)n1 (configuration not stated) | 11% | x | -16% |
| COc1ccc(/C=N/OCC(=O)N=Nc2c(O)[nH]c3ccc(Br)cc23)cc1OC | 23µM* | 1% | 26µM* |
| Cc1[nH]c2ccccc2c1-c1ccc(Cl)nn1 | 14% | 3% | 22% |
| CC1CCCC(C)N1C(=O)COc1ccccc1F (configuration not stated) | u | 8% | 10% |
| Cc1ccc2nc3c(c(C(=O)OC4CCOC4=O)c2c1)CCCC3 (configuration not stated) | -4% | 5% | -5% |
| COc1ccc(OC)c(C(=O)c2coc3ccc(O)c(CN(C)C)c23)c1 | u | x | -26% |
| CCc1ccccc1NC(=O)C1CCN(S(=O)(=O)c2ccc(N3CCCC3=O)cc2)CC1 | -38% | x | -28% |
| Cc1nc(-c2ccc(C(=O)Nc3cccc(Br)c3)cc2)cs1 | 21µM* | 1% | u |
| CCOC(=O)c1c(NC(C)=O)sc(C(=O)NC2CCCC2)c1C | -5% | x | 9% |
| N#Cc1cn(CCCOc2ccccc2)c2ccccc12 | 23µM* | -5% | 9.2µM* |
| Cc1ccc2c(CNCCc3ccc(Cl)cc3)c(C(=O)O)n(Cc3ccc(F)cc3)c2c1 | u | 0% | u |
| Cc1cc(C)cc(NC(=S)N(CCN(C)C)Cc2cccs2)c1 | -23% | 5% | 10% |
| O=c1cc(CSc2n[nH]c(-c3ccncc3)n2)nc2sccn12 | -3% | -5% | 11% |

Further results:
| smiles | TDP1 cell noCPT | TDP1 block | TDP1 cell CPT |
| --- | --- | --- | --- |
| CCOC(=O)N1CCc2c(sc(NCc3cccs3)c2C(=O)Nc2ccc(OC)cc2OC)C1 | u | 10% | u |
| COc1cc(/C=N/NC(=O)c2ccncc2)ccc1OCC(=O)Nc1cccc([N+](=O)[O-])c1 | -9% | -19% | -2% |
| COc1ccc(-c2cc(C(F)(F)F)nc(SCC(N)=O)n2)cc1 | -12% | -3% | -14% |
| c1ccc2sc(SCSc3nc4ccccc4s3)nc2c1 | u | -7% | u |

Reprinted from the entries so far, 2 compounds:
| smiles | TDP1 cell noCPT | TDP1 block | TDP1 cell CPT |
| --- | --- | --- | --- |
| COc1ccc(-c2cc(C(F)(F)F)nc(SCC(N)=O)n2)cc1 | -12% | -3% | -14% |
| c1ccc2sc(SCSc3nc4ccccc4s3)nc2c1 | u | -7% | u |

From PubChem BioAssay
